MKP-3 inhibition: inhibition of rat DUSP6 enzyme activity – biochemical, in vitro, primary screen (AID 425). recombinant MKP-3 phosphatase activity, fluorescence; higher % means a stronger effect. hit rate 0.17% among 110,000. one-dose inhibition, % at 20 µM; IC50 in µM for titrated hits; in the data active = inhibition above about 50%;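 also: plate controls were vehicle for no effect and reference inhibitor for full effect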
Hsp70 inhibitors: Hsp70 inhibitors, probe displacement, primary screen, biochemical, fluorescence polarization (AID 583); Hsp70 fluorescence polarization probe displacement, mP; higher % means a stronger effect; one-dose displacement, % at 20 µM; IC50 in µM for titrated hits; hit rate 0.06% among 140,000; in the data active = displacement above about 50%;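 also: plate controls were vehicle for no effect and reference ligand for full effect; a part of the inactive calls stands beside numbers as strong as those of hits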
Numbers without * were called inactive; · = not tested or not shown; & = joins results of further samples. An excerpt, so the mix of outcomes need not match the whole.

SMILES	MKP-3 inhibition	Hsp70 inhibitors
CCOc1ccc2nc(SCC(=O)c3cccc([N+](=O)[O-])c3)sc2c1	0%	-2.7%
CC1=C(C(=O)OC(C)C)C(c2cccs2)n2ncnc2N1 (stereo not drawn)	4%	-2.5%
Cc1cccc(CN2CCN(C3CCCC3)CC2)c1	2%	1.6%
COC(=O)c1ccc(CN(c2cccc3cccnc23)S(=O)(=O)c2ccc(C)cc2)cc1	0%	-0.5%
COc1ccc(-n2c(SCC(=O)Nc3ccc4c(c3)OCO4)nc3c(c2=O)SCC3)cc1	3%	-0.1%
OCc1ccc(-c2ccc(Cl)cc2Cl)o1	4%	-3.9%
CCN(CC)CCN1C(=O)c2ccccc2NC1c1ccc(C)cc1 (stereo not drawn)	·	-3.6%
CCN(CC)C(c1ccc(F)cc1)c1nnnn1C1CCCCC1 (stereo not drawn)	4%	-2.7%
CN(C)/C=C/C=C1\CC(=O)N(c2ccccc2)C1=O	-2%	3.2%
Cc1ccc(-c2nc(N/N=C/c3ccc(N(C)C)cc3)c3ccccc3n2)cc1	-1%	-0.6%
CCCN1C(=O)C(O)(CC(=O)c2ccc3c(c2)OCCO3)c2ccccc21 (stereo not drawn)	-5%	-0.3%
CCCCC(=O)N/N=C/c1ccc(Sc2cccc3cccnc23)o1	·	5.3%
Cc1ccc(N2CC(C(=O)NC3CCSC3=O)CC2=O)cc1 (stereo not drawn)	-13%	-7.2%
O=C(O)c1ccc(C(=O)NCc2ccccc2)c(C(=O)O)c1	-4%	2.2%
O=S(=O)(NCc1ccccc1)c1cccc2cccnc12	-2%	0.7%&9.8%

Profiles from above.
`Cc1cccc(CN2CCN(C3CCCC3)CC2)c1` reads MKP-3 inhibition: 2%; Hsp70 inhibitors: 1.6%
`O=C(O)c1ccc(C(=O)NCc2ccccc2)c(C(=O)O)c1` reads MKP-3 inhibition: -4%; Hsp70 inhibitors: 2.2%
`Cc1ccc(N2CC(C(=O)NC3CCSC3=O)CC2=O)cc1` (stereo not drawn) reads MKP-3 inhibition: -13%; Hsp70 inhibitors: -7.2%

More results
SMILES	MKP-3 inhibition	Hsp70 inhibitors
O=C(/C=C/c1ccc([N+](=O)[O-])cc1)Nc1ccc(Cl)c(Cl)c1	-3%	4.5%
CNc1nnc(-c2cccc(N(C)C)c2)s1	-7%	0.2%
COc1ccc(-n2c(O)c(C=Nc3cc(OC)c(OC)c(OC)c3)c(=O)[nH]c2=O)cc1	0%	-5.9%
O=C1C2C3C=CC(C3)C2C(=O)N1/N=C/c1ccccc1I (stereo not drawn)	3%	-5.3%
COc1cc(OC)c(OC)cc1/C=N/NC(=O)CCc1c(C)n[nH]c1C	2%	-4.6%
COc1ccc(C(C)NC(=O)Cc2cccc3ccccc23)cc1 (stereo not drawn)	4%	-0.4%
O=C(NNc1ccccc1)c1ccccc1Cl	-1%	3.8%
CCC(=O)N1CCN(CCN=Cc2c(O)n(C3CCCCC3)c(=O)n(C3CCCCC3)c2=O)CC1	-2%	-3.0%
O=C(Cn1nnc2ccccc2c1=O)NCc1ccco1	-7%	-0.7%
COc1ccccc1C1/C(=C(/O)c2ccc(C)cc2)C(=O)C(=O)N1CCN1CCOCC1 (stereo not drawn)	-6%	-2.2%
NS(=O)(=O)c1ccc(NC(=O)/C(=C\c2ccc([N+](=O)[O-])cc2)NC(=O)c2ccccc2)cc1	1%	-0.2%
O=C(COc1ccccc1[N+](=O)[O-])Nc1cc(-c2nc3ccccc3s2)ccc1Cl	6%	-3.3%
CCc1cccc(CC)c1NC(=O)c1ccccc1OC	3%	-1.0%
CCOC(=O)c1c(NC(=O)Cc2ccc(OC)cc2)sc(C(=O)Nc2ccccc2)c1C	3%	-5.6%
CSc1ccc(NC(=O)N2CC(C)OC(C)C2)cc1 (stereo not drawn)	1%	-0.4%
COc1ccc(C(CCc2ccc(C)o2)NC(=O)Nc2ccc(OC)cc2OC)cc1 (stereo not drawn)	3%	-2.0%
O=C(NC(=S)N1CCCCC1)c1cccnc1	·	4.3%
COc1cc2ccccc2cc1C(=O)Nc1sc2c(c1C(N)=O)CCCC2	2%	-1.1%
CN1CCN(C(=O)c2cc(-c3ccc(Cl)c(Cl)c3)nc3ccccc23)CC1	5%	-4.7%
CCOC(=O)c1ccc(NC(=O)c2nn(CC)cc2Br)cc1	0%	3.9%
COC(=O)c1ccc(C(C(=O)NCc2ccccc2)N(Cc2ccco2)C(=O)c2cnccn2)cc1 (stereo not drawn)	-4%	·
COc1ccc(CNC2=CC(=O)CC(C)(C)C2)cc1	-2%	2.0%
COc1ccc(Nc2cc(C)nc3nc(C)nn23)c(OC)c1	5%	3.1%
CCOC(=O)C1=C(C)N=C(/N=C/N(C)C)SC1c1ccccc1 (stereo not drawn)	-6%	15%
CC(=O)c1c(C)[nH]c(C(=O)NCCc2ccccc2)c1C	7%	0.5%
CC(=O)c1ccc(NC(=O)c2ccc(Cc3ccc(C)cc3)o2)cc1	-1%	-1.0%
Cc1cc(C(=O)Nn2cnnc2)cs1	2%	0.2%
O=C(NC1C2CC3CC(C2)CC1C3)c1ccccc1F (stereo not drawn)	-2%	-0.3%
C=CCn1c(SCc2ccc3c(c2)OCO3)nc2scc(-c3ccco3)c2c1=O	·	0.2%
O=C(COc1ccc(Br)cc1)Nc1ccc(F)c([N+](=O)[O-])c1	-2%	-2.1%
c1ccc(-n2c(SCc3nc(-c4cccs4)no3)nnc2-c2ccco2)cc1	-1%	-0.5%
CCOC(=O)C1=C(O)/C(=C/N(C)C)SC1=Nc1cccc2ccccc12	3%	0.3%
CCOC(=O)c1c(NC(=O)c2ccc(OC)c(OC)c2)sc2c1CCC(CC)C2 (stereo not drawn)	5%	0.1%
O=C(Nc1ncc(Cc2cccc3ccccc23)s1)c1ccc(Cl)cc1	1%	-2.1%
CC(C)(Oc1ccc(Cl)cc1)C(=O)Nc1ccncc1	·	-2.0%
COc1ccc2nc(NC(=O)CSc3nnnn3C3CCCCC3)sc2c1	-15%	-2.9%
CCCc1nc(SCc2cccnc2)c2c(=O)n(C)c(=O)n(C)c2n1	10%	-1.5%
COc1ccc(-c2nnc(SC(C)C#N)o2)cc1 (stereo not drawn)	-10%	3.0%
COc1cc(N2CCCC2)c(OC)cc1/C=C(/C#N)c1cccc(F)c1	·	-64%
Cn1c(SCC(=O)Nc2ccccc2)nnc1-c1ccc(NC(=O)CCc2ccccc2)cc1	·	2.0%
Cc1ccccc1N(CC(=O)NCCSCc1ccco1)S(C)(=O)=O	-7%	1.6%
CCN(CC)c1nc(-c2ccccc2O)nc2ccccc12	0%	2.3%
O=C(Nc1cccnc1)c1cc2ccccc2o1	-2%	3.9%
Cc1ccccc1C(=O)NC1CCN(CC(=O)Nc2nccs2)CC1	-7%	6.7%
Cc1c(Cl)cccc1NC(=O)CCCCCN1C(=O)CCC1=O	-15%	-1.5%

Reprinted from the entries so far (six entries):
SMILES	MKP-3 inhibition	Hsp70 inhibitors
Cn1c(SCC(=O)Nc2ccccc2)nnc1-c1ccc(NC(=O)CCc2ccccc2)cc1	·	2.0%
Cc1ccccc1N(CC(=O)NCCSCc1ccco1)S(C)(=O)=O	-7%	1.6%
CCN(CC)c1nc(-c2ccccc2O)nc2ccccc12	0%	2.3%
O=C(Nc1cccnc1)c1cc2ccccc2o1	-2%	3.9%
Cc1ccccc1C(=O)NC1CCN(CC(=O)Nc2nccs2)CC1	-7%	6.7%
Cc1c(Cl)cccc1NC(=O)CCCCCN1C(=O)CCC1=O	-15%	-1.5%

Later entries
SMILES	MKP-3 inhibition	Hsp70 inhibitors
Cc1ccc(NC(=S)NCc2cccn2C)cc1	·	-2.5%
Cc1ccc(S(=O)(=O)N(CC(=O)NC(C)c2ccccc2)Cc2ccccc2)cc1 (stereo not drawn)	0%	10%
COc1cc(/C=N/Nc2nn[nH]n2)ccc1O	-2%	-0.4%
COc1ccc(S(=O)(=O)CCC(=O)NCCc2cccc(C)c2)cc1	·	-4.5%
COc1cc(C=Nc2cccc(Br)c2)ccc1O	0%	-2.4%
COc1ccc(OCC(=O)N/N=C/c2ccc(C)cc2)cc1	4%	-5.5%
COc1ccc(NC(=O)c2cccc(Cl)c2Cl)cc1OC	1%	8.2%
CCOc1cc(C2Nc3ccccc3C(=O)N2c2ccc(Cl)cc2)ccc1O (stereo not drawn)	0%	14%
Cc1ccc2cc(C)c(NCc3ccccn3)nc2c1	0%	1.3%
CC(C)CC(=O)Nc1ccc(Oc2ccc(NC(=O)CC(C)C)cc2)cc1	·	-1.0%
Nc1nc(CN2CCN(c3ccc(F)cc3)CC2)nc(N2CCCc3ccccc32)n1	8%	0.8%
COC(=O)c1cc(C(=O)OC)cc(N2C(=O)CC(Sc3nc(C)cc(C)n3)C2=O)c1 (stereo not drawn)	-4%	1.6%
CC1CCN(C(=O)CN(CCc2ccccc2)S(C)(=O)=O)CC1	-3%	-5.7%
N#Cc1ccccc1NC(=O)c1ccc(-c2ccccc2)cc1	-1%	-18%
O=S(=O)(C/C(=C/CO)S(=O)(=O)c1ccccc1)c1ccccc1	-4%	2.7%
Cc1ccc(C)c(N(C)C(=O)COc2cc(=O)n(C)c3ccccc23)c1	-1%	-1.8%
O=C(CN(Cc1ccccc1C(F)(F)F)C(=O)CNC(=O)c1ccco1)NC1CCCC1	-7%	4.1%
COc1ccccc1N1CCN(c2nc3ccccc3nc2C(C#N)C(=O)OC(C)C)CC1 (stereo not drawn)	-8%	-6.3%
CC(C)(C)C(=O)NNC(=O)C(=O)N1CCOCC1	1%	-1.8%
CCc1ccc(Cn2nnc(C(=O)Nc3ccc(OC)cc3OC)c2N)cc1	-3%	-0.3%
Cc1ccc(-c2nnc3ccc4ccccc4n23)cc1	0%	-0.3%
CCOC(=O)c1c(C)nc2cc(C)ccn12	-8%&0%	5.6%&-4.7%
COn1c(=O)c(=O)n(OCc2ccccc2)c2ccccc21	3%	-1.4%
CCOc1ccccc1-n1nnnc1SCC(=O)NC(=O)NCc1ccco1	-7%	4.2%
CCN1CCN(c2nc3c(c(=O)n(C)c(=O)n3C)n2Cc2cccc3ccccc23)CC1	-6%	10%
CCC(=O)N(Cc1cc2cc(C)c(C)cc2[nH]c1=O)C1CCCCC1	-9%	-3.7%
O=C1NC(=O)N(c2ccccc2)C(=O)/C1=C\c1ccc(-c2ccc([N+](=O)[O-])cc2Cl)o1	6%	7.9%
O=C(OCc1nnc(-c2ccccc2)o1)c1ccc2c(c1)C(=O)N(CCc1ccccc1)C2=O	-2%	-2.9%
CCOC(=O)c1sc(C)nc1C1CCN(C(=O)OCC)CC1	1%	-3.7%
Cc1ccc(S(=O)(=O)Nc2ccc(S(=O)(=O)N3CCOCC3)cc2)cc1[N+](=O)[O-]	1%	-2.0%
Cc1ccc(C)c(N2CCN(c3cc(C)nc4nnnn34)CC2)c1	6%	-1.7%
CCOc1ccc(N2C(=O)NC(=O)/C(=C\c3ccc(OCc4cccc(C(=O)O)c4)cc3)C2=O)cc1	2%	-0.8%
Cc1cc(C)n(C(=O)C2CCCN2S(=O)(=O)c2ccc(Cl)cc2)n1 (stereo not drawn)	3%	-35%
CC(C)c1ccc(-c2nnc(N)s2)cc1	1%	-1.5%
CS(=O)(=O)c1ccc2nc(NC(=O)CN3CCN(Cc4ccccc4)CC3)sc2c1	-8%	·
CCSc1ncnc2c1sc1nc(-c3ccco3)c3c(c12)CC(C)(C)OC3	·	-3.1%
CC(=O)Nc1ccc(C(=O)Nc2ccc(Cl)cn2)cc1	3%	-1.6%
CCOc1cc(/C=C2\SC(=S)N(/N=C/c3ccc(O)c(OCC)c3)C2=O)ccc1O	6%	-6.4%
O=C(NC1CCCCCC1)c1c(O)c2cccc3c2n(c1=O)CCC3	-3%	-3.2%
CC(=O)Nc1ccc(NC(=O)CN2CCCCC2)cc1	2%	3.2%
CC(C)c1ccc(NC(=O)C(=O)NCc2ccco2)cc1	2%	-0.3%
COc1ccccc1Nc1ncc(C(=O)N2CCC(C(N)=O)CC2)c2ccccc12	-2%	-4.1%
COc1cccc(C(=O)N2CCN(Cc3cccc(Cl)c3)CC2)c1	0%	5.4%
COc1ccc(Cl)cc1C(=O)N(C)c1ccccc1	-2%	-1.4%
O=C(O)[C@H](CO)Nc1ncnc2sc3c(c12)CCC3	·	2.7%

Taken from above.
O=C(NC1CCCCCC1)c1c(O)c2cccc3c2n(c1=O)CCC3 – MKP-3 inhibition: -3%
COc1ccc(Cl)cc1C(=O)N(C)c1ccccc1 – Hsp70 inhibitors: -1.4%

Going on with the list:
SMILES	MKP-3 inhibition	Hsp70 inhibitors
COc1ccc(NC(=O)C2(c3ccccc3)CC2(Cl)Cl)cc1 (stereo not drawn)	-1%	8.4%
COc1ccc(N2C(=O)NC(=O)/C(=C/c3cc(Cl)cc(OC)c3O)C2=O)cc1	6%	5.7%
COCCn1c(SCC(=O)Nc2ccc3c(c2)OCCO3)nnc1-c1c[nH]c2ccccc12	3%	6.3%
COc1ccc(C(=O)NCc2ccccn2)cc1[N+](=O)[O-]	1%	7.5%
COc1ccc(OCC(=O)N2CCN(C(=O)c3cccc4ccccc34)CC2)cc1	-8%	-2.5%
CC(=O)N1c2ccccc2C(C)CC12CCCCC2 (stereo not drawn)	-4%	·
CCc1ccccc1N(CC(=O)Nc1ccccc1Cl)S(C)(=O)=O	4%	0.9%
C=CCN1C(=O)/C(=C\c2ccc(Br)c([N+](=O)[O-])c2)SC1=S	0%	3.6%
Cc1ccccc1NC(=O)c1cnccn1	0%	2.1%
O=C(Nc1ccc(Cl)c(Cl)c1)Nc1nnc(-c2ccccc2I)s1	-3%	-0.1%
CCOc1cc(S(=O)(=O)N2CCOCC2)ccc1F	-10%	2.4%

Bioassay records (PubChem)
